# Myeloid diff 2: induction of myeloid progenitor differentiation, primary screen, cell-based, flow cytometry, MLPCN library; ER-HoxA9 myeloid progenitors, lysozyme-GFP differentiation; AID 624256, 2012; hit rate 1% among 360,000; calls only at 10 µM;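 active means normalized GFP-positive differentiation at or above the plate's own cutoff, the solvent-only control mean plus 3 SD; inconclusive means no clear call, values can overlap the other calls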;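 further: cells exposed to compound for four days before flow analysis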
# RSV CPE inhibition: RSV antiviral activity via CPE protection, HEp-2 cells, primary 10 µM value included (AID 2391). HEp-2 cells, RSV-induced CPE inhibition; higher % means a stronger effect. CPE inhibition, % at 10 µM, or IC50 in µM where a hit was titrated. hit rate 0.13% among 310,000; in the data active means a potency from the dose series; inconclusive means CPE inhibition mostly from about 23% at the one dose, without a potency; inactive means the rest, 99 in 100 with CPE inhibition below about 21%; further: strong numbers were not always called active
# SIAH1 antagonists: Siah-1 peptide-binding antagonists, primary screen, biochemical, fluorescence polarization, rhodamine-plectin, uHTS (AID 1817); E3 ubiquitin-protein ligase SIAH1 (Homo sapiens); displacement, % at 20 µM, or IC50 in µM where a hit was titrated; Siah-1 / rhodamine-plectin peptide fluorescence polarization; higher % means a stronger effect; hit rate 0.02% among 290,000;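 active means displacement of at least 50% at 20 µM, with a fluorescence ratio check between 0.3 and a set limit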;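 further: plate controls were Siah plus tracer with DMSO for no effect and tracer alone without Siah for full effect; strong numbers were not always called active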
# XIAP antagonists: XIAP antagonists, biochemical, IAP family, fluorescence polarization (AID 1018) | XIAP BIR domain, fluorescence polarization peptide displacement; higher % means a stronger effect | displacement, % at 20 µM, or IC50 in µM where a hit was titrated | hit rate 0.007% among 200,000; in the data active means displacement above about 50%; further: a part of the inactive calls stands beside numbers as strong as those of hits
# WT yeast gro inh: growth inhibition of WT strain, primary screen, mitochondrial fusion inhibitor project, WT and mutant strains, chemical genetic; mitochondrial fusion phenotypic screen; inhibition, % at 10 µM; hit rate 2.1% among 190,000; AID 1362, 2008; in the data active means inhibition above about 58%; tested in S. cerevisiae
# Salmonella PhoP GFP: inhibitors of PhoP regulon expression, primary screen, Salmonella Typhimurium, GFP reporter (AID 1863). S. Typhimurium PhoP-regulated promoter GFP reporter, 4 h; higher % means a stronger effect. inhibition, % at 50 µM; hits with a dose series show IC50 in µM. hit rate 0.16% among 300,000;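 active means inhibition over 29.93%, a cutoff 3 SD above the screen mean, later confirmed by dose response; inconclusive means inhibition over 29.93% but no dose response follow-up; inactive means inhibition at most 29.93% or unconfirmed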;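 further: 0% = low Mg2+ inducing control and 100% = high Mg2+ repressing control; strong numbers were not always called active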
# human PMI inhibitors: human PMI inhibitors, high substrate, primary screen, biochemical, fluorescence intensity, high mannose 6-phosphate (AID 1220). hit rate 0.66% among 190,000. recombinant PMI enzyme, coupled fluorescence intensity; higher % means a stronger effect. one-dose inhibition, % at 20 µM; IC50 in µM for titrated hits
# PMI inhibitors: inhibitors of human PMI, primary screen, biochemical, fluorescence intensity, coupled assay (AID 1209). Mannose-6-phosphate isomerase (Homo sapiens). purified PMI enzyme, coupled fluorescence intensity; higher % means a stronger effect. inhibition, % at 20 µM, or IC50 in µM where a hit was titrated. hit rate 0.42% among 190,000;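 further: plate controls were DMSO vehicle for no effect and wells lacking substrate for full effect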
# TNAP activation fold: human TNAP enzyme activators, primary screen, biochemical, luminescent, no phosphate acceptor, uHTS (AID 1001); Alkaline phosphatase, tissue-nonspecific isozyme (Homo sapiens); purified TNAP, luminescent activation assay, no phosphate acceptor; higher activation fold means a stronger effect; one-dose activation fold at 20 µM; EC50 in µM for titrated hits; hit rate 0.03% among 200,000; in the data active means activation fold from about 3, or a potency from the dose series; inactive means the rest, 99 in 100 with activation fold below about 1.6; further: many of its hits are not listed in these tables
# WT yeast gro inh mutant strain: recorded beside WT yeast gro inh, whose call it bears; inhibition, %; mitochondrial fusion phenotypic screen, mutant strain inhibition
# Myeloid diff 2 GFP+ MAC1+ %: recorded beside Myeloid diff 2, whose call it bears; GFP+ MAC1+ double positive, %; measured here: differentiation confirmed by MAC1 staining
# An asterisk follows results filed as active; i = inactive; ? = inconclusive; / = no result given. Unless noted, no stated cut-off is given here; in the data, active means inhibition above about 50%; inactive means the rest.
SMILES,Myeloid diff 2,Myeloid diff 2 GFP+ MAC1+ %,RSV CPE inhibition,SIAH1 antagonists,XIAP antagonists,WT yeast gro inh,WT yeast gro inh mutant strain,Salmonella PhoP GFP,human PMI inhibitors,PMI inhibitors,TNAP activation fold
Cc1ccc(NS(=O)(=O)c2ccc(C)c(C(=O)N3CCN(C)CC3)c2)cc1,/,/,-1.9%,1%,-13%,-5,-9,-7%,10%,8%,1.2
COC(=O)CNC(=O)C(NC(=O)c1ccc(Cl)cc1)C(C)C (stereo not given),i,0.7,0.2%,-4%,-2.9%,-5,5,-5%,3%,10%,1.1
Cc1ccc(CSCCNC(=O)CCSc2ccccc2)cc1,i,0.8,-1.3%,-2%,-7.6%,1,4,21%,5%,4%,0.9
O=C(Cc1csc(Nc2nc(=S)[nH]c3ccccc23)n1)NCc1ccccc1Cl,i,8.6,-0.4%,-3%,-1.7%,3,2,-2%,-12%,-12%,0.9
Cc1cc(-c2ccc(S(=O)(=O)N3CCCCC3)s2)on1,i,0.7,1.9%,3%,/,/,/,-5%,/,/,/
CCC(=O)Nc1ccc2c(c1)ncn2-c1ccc(OC)cc1,i,0.5,3.1%,-6%,1.3%,-7,-1,5%,16%,17%,1.1
CCCC(c1nnnn1C(C)(C)C)N1CCN(Cc2ccccc2)CC1 (stereo not given),i,0.1,1.4%,7%,-3.9%,8,2,/,28%,2%,1
O=C(C1CCCO1)N(c1cccc(Cl)c1)C1C=CS(=O)(=O)C1 (stereo not given),i,3.3,4.4%,0%,-2.9%,-3,4,6%,9%,14%,1.1
O=C(Nc1ccc2c(c1)OCO2)c1ccc(Cl)cc1Cl,i,0.8,1.6%,2%,/,/,/,3%,/,/,/
COc1ccc(-n2c(Cc3cccn3C)nnc2SCC(=O)N2CCCC2)cc1,i,3.8,0.6%,-1%,-7.9%,-3,3,-3%,0%,3%,1.1
CSCCCNC(=S)N1CCN(c2ccc(C(C)=O)cc2)CC1,i,0.7,1.5%,8%,-5.7%,5,-19,4%,0%,-1%,1.1
O=C(NC(=S)Nc1ccc(N2CCCC2)cc1)c1ccc(F)cc1,i,0.6,6.8%,0%,/,/,/,9%,/,/,/

# An excerpt of these results, with tabs.
SMILES	Myeloid diff 2	Myeloid diff 2 GFP+ MAC1+ %	RSV CPE inhibition	SIAH1 antagonists	XIAP antagonists	WT yeast gro inh	WT yeast gro inh mutant strain	Salmonella PhoP GFP	human PMI inhibitors	PMI inhibitors	TNAP activation fold
CCCC(c1nnnn1C(C)(C)C)N1CCN(Cc2ccccc2)CC1 (stereo not given)	i	0.1	1.4%	7%	-3.9%	8	2	/	28%	2%	1
O=C(C1CCCO1)N(c1cccc(Cl)c1)C1C=CS(=O)(=O)C1 (stereo not given)	i	3.3	4.4%	0%	-2.9%	-3	4	6%	9%	14%	1.1
O=C(Nc1ccc2c(c1)OCO2)c1ccc(Cl)cc1Cl	i	0.8	1.6%	2%	/	/	/	3%	/	/	/
COc1ccc(-n2c(Cc3cccn3C)nnc2SCC(=O)N2CCCC2)cc1	i	3.8	0.6%	-1%	-7.9%	-3	3	-3%	0%	3%	1.1
CSCCCNC(=S)N1CCN(c2ccc(C(C)=O)cc2)CC1	i	0.7	1.5%	8%	-5.7%	5	-19	4%	0%	-1%	1.1

# Next structures follow:
SMILES,Myeloid diff 2,Myeloid diff 2 GFP+ MAC1+ %,RSV CPE inhibition,SIAH1 antagonists,XIAP antagonists,WT yeast gro inh,WT yeast gro inh mutant strain,Salmonella PhoP GFP,human PMI inhibitors,PMI inhibitors,TNAP activation fold
CCN(CC)S(=O)(=O)c1cc(NC(=O)c2n[nH]c(=O)c3ccccc23)ccc1C,i,0.4,11%,6%,-5.3%,-1,5,6%,-3%,-1%,1
CCOC(=O)c1csc(NC(=O)c2cc(OC)c(OC)c(OC)c2)n1,?,/,-0.5%,-4%,3.9%,-33,-17,22%,-4%,5%,1.1
COc1ccc(-c2nnc(SC(C)C(=O)Nc3ccc4c(c3)OCCO4)o2)cc1 (stereo not given),i,4.8,4.0%,5%,-4.6%,9,7,0%,9%,6%,1.2
COc1cc(Br)cc2cc(C(=O)N3CCCCC3C)c(=O)oc12 (stereo not given),i,0.8,1.8%,0%,-4.3%,-6,-1,5%,-3%,3%,1.1
O=C(Nc1ccccc1)OCN1C(=O)c2ccccc2C1=O,i,1.1,0.7%,7%,-3.4%,13,17,-10%,-2%,8%,1.1
O=C1CC(c2ccccc2)CN1C(=O)c1cncc(Br)c1 (stereo not given),i,0.7,-0.8%,5%,-4.0%,-12,-8,-2%,4%,3%,1.1
COc1cc(NC(=O)CCCl)cc(-n2cnnn2)c1,i,0.6,0.3%,4%,-2.4%,-7,-3,4%,4%,-8%,1.1
COC(=O)c1cc(S(=O)(=O)NCC2CCN(Cc3ccc(Cl)cc3)CC2)c[nH]1,i,0.0,0.8%,-5%,/,/,/,-6%,/,/,/
CCOc1ccccc1-c1cc(-c2ccc(OC)cc2)nc2c1c(=O)n(C)c(=O)n2C,/,/,0.4%,-4%,-15%,/,/,/,9%,12%,1
CN1C(=S)N2CCCN2C1c1ccccc1 (stereo not given),i,0.5,1.5%,14%,/,/,/,-7%,/,/,/
Cc1c(NC2=NC(C)(C)Cc3ccccc32)c(=O)n(-c2ccccc2)n1C,i,0.2,1.3%,-4%,-5.6%,-9,7,2%,4%,4%,1.1
Cc1ccc(-c2noc(C3CCCCC3)n2)cc1,i,0.7,/,1%,-3.6%,16,4,4%,1%,-4%,1.1

# 3 compounds out of the list, sorted by length of the SMILES, lowest first:
SMILES,Myeloid diff 2,Myeloid diff 2 GFP+ MAC1+ %,RSV CPE inhibition,SIAH1 antagonists,XIAP antagonists,WT yeast gro inh,WT yeast gro inh mutant strain,Salmonella PhoP GFP,human PMI inhibitors,PMI inhibitors,TNAP activation fold
Cc1ccc(-c2noc(C3CCCCC3)n2)cc1,i,0.7,/,1%,-3.6%,16,4,4%,1%,-4%,1.1
O=C1CC(c2ccccc2)CN1C(=O)c1cncc(Br)c1 (stereo not given),i,0.7,-0.8%,5%,-4.0%,-12,-8,-2%,4%,3%,1.1
CCOc1ccccc1-c1cc(-c2ccc(OC)cc2)nc2c1c(=O)n(C)c(=O)n2C,/,/,0.4%,-4%,-15%,/,/,/,9%,12%,1

# Continuation:
SMILES,Myeloid diff 2,Myeloid diff 2 GFP+ MAC1+ %,RSV CPE inhibition,SIAH1 antagonists,XIAP antagonists,WT yeast gro inh,WT yeast gro inh mutant strain,Salmonella PhoP GFP,human PMI inhibitors,PMI inhibitors,TNAP activation fold
COc1ccc(CCNC(=O)C2(C)CCC(=O)N2Cc2ccc(C)cc2)cc1OC (stereo not given),i,0.2,1.4%,6%,/,/,/,0%,/,/,/
Cc1ccc(C)c(C(=O)c2ccccc2NC(=O)c2ccccn2)c1,i,0.4,-0.5%,-1%,/,/,/,-5%,/,/,/
CC(=O)c1sc(Nc2nc(C)cc(C)n2)nc1C,i,0.8,2.4%,-2%,-0.5%,9,10,-14%,-4%,3%,1
Cc1ccc(-n2nnc(-c3cnc4ccccc4c3)n2)cc1,i,1.2,-0.3%,0%,-3.4%,4,9,12%,-54%,-63%,1
CC1CCCCN1CCCNC(=O)c1c(O)nc2ccccn2c1=O (stereo not given),i,1.6,1.8%,-3%,/,/,/,-10%,/,/,/
COc1ccccc1C=NC(CO)C(O)c1ccc([N+](=O)[O-])cc1 (stereo not given),i,0.7,1.2%,6%,-4.5%,5,6,18%,-1%,-9%,1
Nc1cc(S(=O)(=O)Nc2ccccc2Cl)ccc1N1CCOCC1,i,0.7,?,-6%,1.8%,-3,-4,-5%,10%,-12%,1
Cc1ccccc1CN(C)C(=O)CNC(=O)c1ccc2ccccc2c1,i,0.8,7.6%,7%,/,/,/,-5%,/,/,/
O=c1c2ccccc2c(C=Nc2cccc(O)c2)c(O)n1-c1ccc2c(c1)OCO2,i,1.1,0.8%,18%,-8.9%,5,-10,-2%,12%,13%,1.1
Cc1cc(C)cc(NC(=O)CN2C(=O)c3ccccc3C2=O)c1,i,0.6,1.1%,12%,/,/,/,6%,/,/,/
COC(=O)C1=C(O)/C(=C\c2ccc(OCC(=O)Nc3ccccc3)cc2)N=C1C,i,4.1,2.0%,-1%,/,/,/,-2%,/,/,/
Cc1cc(C)n(CCC(=O)N2CCCC(N3CCN(c4cccc(Cl)c4)CC3)C2)n1 (stereo not given),i,0.8,0.5%,-8%,/,/,/,1%,/,/,/
C(=N\Nc1nc2ccccc2[nH]1)/c1ccccn1,i,0.2,/,-4%,-1.1%,67*,61*,15%,-34%,-34%,1
CCOc1ccc(NCCC(O)c2ccc(F)cc2)cc1 (stereo not given),i,0.3,3.1%,-1%,/,/,/,0%,/,/,/
COc1ccc(NC(=O)C(NC(=O)CC2NC(=O)NC2=O)c2ccccc2)cc1 (stereo not given),i,0.0,1.5%,0%,-27%,7,1,11%,10%,13%,1.1
CCOC(=O)c1cnn(-c2ccccc2)c1-n1cccc1C(=O)C(=O)Nc1ccccc1,i,0.5,-0.6%,-4%,-18%,23,10,0%,11%,13%,1
CC(C)CN(/C=N/c1sc2c(c1C#N)CCCCC2)CC(C)C,i,0.7,6.0%,-3%,-6.7%,17,-17,2%,-2%,1%,1
N/C(=N\c1nc2c(c(=O)[nH]1)CCC2)Nc1cccc2ccccc12,i,3.9,0.7%,3%,-5.0%,/,/,4%,10%,2%,1
O=C(COc1ccccc1)Nc1ccc2c(c1)nc1n2CCOC1,i,2.1,4.4%,2%,-1.5%,-5,4,3%,-5%,-6%,1.1
CCN(CC)c1ccc(C2C3CCCCC3(O)CCN2C(=O)c2cccs2)cc1 (stereo not given),i,1.1,3.4%,-2%,-3.9%,-10,-19,8%,10%,19%,1
COCCCNC(=O)CCc1nc2cccnc2n1Cc1ccccc1,i,1.3,/,-1%,-4.0%,-12,5,1%,7%,6%,1.1
Cc1ccc(S(=O)(=O)NC2=NCN(C3CCCCC3)CN2)cc1,i,0.4,2.9%,4%,-2.9%,33,9,-11%,-8%,-2%,1.1
O=C(Cn1cnc2ccccc2c1=O)c1ccccc1,i,0.6,0.9%,0%,-5.0%,-24,-6,0%,-5%,-4%,1
COc1ccc(C(=O)Nc2cccc(C(=O)N/N=C/c3ccc(OC)cc3OC)c2)cc1,i,2.1,2.1%,-7%,/,/,/,4%,/,/,/
CCOC(=O)c1cc2sc(C)cc2n1CC(=O)N(CC)CC,i,1.6,1.4%,0%,-3.0%,-1,96,-10%,-7%,2%,1.1
COc1ccc(Nc2ccc(C(=O)O)cc2[N+](=O)[O-])cc1,i,0.5,3.1%,4%,-3.6%,3,13,-10%,-6%,4%,0.9
O=C(CSc1nnc(-c2ccccc2)n1C1CCCCC1)N1CCCC1,i,2.2,0.1%,-2%,-0.9%,7,5,8%,10%,11%,1.1

# Bioassay records deposited in PubChem by several laboratories.
